# Source: PubChem BioAssay
# SIAE primary: human SIAE inhibition, primary screen. AID 1053197. SIAE FP-Rh probe binding, fluorescence polarization. inhibition, % at 9.66 µM. Q9HAT2. 370,000 compounds, 0.69% hits;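 active = inhibition above a cutoff: mean of compounds within the control limits plus 3 SD of those, cut at about 17% in these data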;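 note: 0% = plate median of compound wells and 100% = probe without SIAE protein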
# MBD2 inh: blocks human MBD2 binding to methylated DNA; Q9UBB5; TR-FRET, MBD2 binding to methylated oligonucleotide; inhibition, % at 4.4 µM; 370,000 compounds, 0.31% hits; in the data active = inhibition above about 13%
# LEDGF integ inh: blocks HIV-1 LEDGF/p75-dependent DNA integration; TR-FRET IN-LEDGF/p75 DNA integration, Eu/Cy5; inhibition, % at 3.7 µM; 370,000 compounds, 0.64% hits; AID 743269;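 active = inhibition above the screen-wide mean plus 3 SD, cut at about 13% in these data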;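 note: signal is the Cy5 over europium emission ratio at 671 and 618 nm; 0% = plate median of compound wells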
# TDP2 absorb: TDP2 (human) inhibition, absorbance primary screen; inhibition, % at 12.8 µM; recombinant TDP2, T5PNP hydrolysis, p-nitrophenol absorbance 415 nm; O95551; 370,000 compounds, 0.34% hits; AID 720702;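 active = inhibition above the mean of all tested compounds plus 3 SD, set per campaign, cut at about 25% in these data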;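 note: 0% = DMSO with enzyme and 100% = buffer with substrate but no TDP2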
# Target sequence (O95551 whole entry, looked up): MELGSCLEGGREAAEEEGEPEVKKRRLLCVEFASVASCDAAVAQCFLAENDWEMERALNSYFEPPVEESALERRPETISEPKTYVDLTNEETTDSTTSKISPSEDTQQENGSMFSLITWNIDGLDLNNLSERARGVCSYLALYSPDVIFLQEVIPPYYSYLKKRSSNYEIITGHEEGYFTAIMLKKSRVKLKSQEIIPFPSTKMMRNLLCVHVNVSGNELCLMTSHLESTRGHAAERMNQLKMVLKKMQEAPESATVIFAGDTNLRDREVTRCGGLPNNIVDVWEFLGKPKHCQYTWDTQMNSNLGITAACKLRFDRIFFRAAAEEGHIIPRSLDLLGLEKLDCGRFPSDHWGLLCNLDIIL
#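 System – recombinant human TDP2 · Amount – 120 nM TDP2 per well · Buffer or medium – Mg2+-containing Tris-HCl buffer, pH 7.5 · Reagent – T5PNP substrate, 5 mM · Dosing – 12.8 µM single point, 1% DMSO · Incubation – 2 h at 37 °C · Measured by – epi absorbance · Read-out basis – percent inhibition · Benchmarks – high control without enzyme, low control DMSO plus TDP2 · Repeats – singlicate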
# TCR-CD3 inh: blocks the human TCR-CD3 interaction; TAMRA-labeled TCR probe fluorescence, biochemical; inhibition, % at 9.4 µM; 360,000 compounds, 0.37% hits; AID 651800; in the data active = inhibition above about 19%;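 note: recombinant mutant TCR 2C K166C tagged with TAMRA read by polarization; 0% = receptor in buffer alone and 100% = receptor with positive control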
# UHRF1 MBD2 ctr: UHRF1 methyl-DNA binding inhibition. 370,000 compounds, 0.75% hits. inhibition, % at 4.4 µM. UHRF1 binding to methylated oligo, TR-FRET. AID 687016; in the data active = inhibition above about 21%;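 note: UHRF1 SRA domain binding a hemimethylated CpG hairpin DNA probe; 0% = median of test compound wells and 100% = reference inhibitor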
# proKLK7 act: proKLK7 (human) activation, primary screen; P49862; purified proKLK7, EDANS-DABCYL substrate fluorescence; 100% is mature enzyme control, 0% vehicle; activation, % at 7 µM; 370,000 compounds, 0.9% hits;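 active = activation above the mean of all tested compounds plus 3 SD, computed per campaign excluding outliers beyond control limits, cut at about 13% in these data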
# DDE Tn6 FP inh: disrupts Tn6 cyclic peptide binding to fibrin D-Dimer-E complex. inhibition, % at 8.3 µM. P02675. 370,000 compounds, 0.21% hits. Fibrin DD(E) TRITC-Tn6 fluorescence polarization displacement;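 active = inhibition above a per-campaign cutoff: mean of compounds within control limits plus 3 SD, cut at about 15% in these data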;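 note: 0% = median of all compound wells on the plate and 100% = blocking peptide control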
# Target sequence (P02675 whole entry, looked up): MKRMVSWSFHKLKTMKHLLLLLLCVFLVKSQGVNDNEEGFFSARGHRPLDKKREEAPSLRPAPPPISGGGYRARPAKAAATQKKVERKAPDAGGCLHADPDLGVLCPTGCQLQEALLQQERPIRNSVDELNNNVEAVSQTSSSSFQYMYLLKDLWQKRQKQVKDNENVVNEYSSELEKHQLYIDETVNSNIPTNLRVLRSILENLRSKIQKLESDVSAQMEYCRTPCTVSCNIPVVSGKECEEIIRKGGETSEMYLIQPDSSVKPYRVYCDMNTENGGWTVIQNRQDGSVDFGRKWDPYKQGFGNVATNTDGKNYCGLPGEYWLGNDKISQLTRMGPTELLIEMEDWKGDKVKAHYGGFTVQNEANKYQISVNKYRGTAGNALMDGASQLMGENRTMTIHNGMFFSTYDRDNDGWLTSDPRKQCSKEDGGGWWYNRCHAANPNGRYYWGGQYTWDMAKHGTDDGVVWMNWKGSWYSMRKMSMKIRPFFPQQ
# PRMT1 inh: inhibitors of human PRMT1 | Q99873 | recombinant PRMT1, activity-based probe fluorescence polarization | inhibition, % at 2.79 µM | 370,000 compounds, 1.3% hits;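 active = inhibition above about 21% made by adding two undisclosed values, limit read from the data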
# DDE Tn7 FP inh: DD(E)-Tn7 binding inhibition, primary FP screen | P02675 | FP displacement of FITC-Tn7 peptide from fibrin DD(E); 0% = median of compound wells per plate | inhibition, % at 8.3 µM | 370,000 compounds, 0.13% hits | AID 720508;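 active = inhibition above the mean of compounds falling within the control limits plus 3 SD of them, cut at about 14% in these data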;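 note: 0% = plate median of compound wells and 100% = 10 µM Aha-Tn7 peptide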
#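 Assay system: Fibrin-DD(E) protein isolated from polymerized human fibrin clots; read-out basis: percent inhibition; medium: Tris/NaCl/CaCl2 buffer, pH 7.8; signal: FP measurement; incubation: 10 min plus 3 h, room temperature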
# * hit, by the source's call.
SMILES,SIAE primary,MBD2 inh,LEDGF integ inh,TDP2 absorb,TCR-CD3 inh,UHRF1 MBD2 ctr,proKLK7 act,DDE Tn6 FP inh,PRMT1 inh,DDE Tn7 FP inh
CCn1c(CNC(=O)c2cccc(C)c2)nnc1SCC(=O)Nc1cccc(OC)c1,-1.1,-2.5,-1.0,-8.7,0.2,3.4,0.2,-7.9,-0.2,-2.5
Cc1cccn2c(=O)c3cc(C(=O)NCCN4CCOCC4)c(=N)n(Cc4ccc(F)cc4)c3nc12,-1.0,-12.0,4.8,-24.8,-3.6,-6.9,16.7*,-6.6,-5.6,1.9
O=c1c(-c2ccccc2)c(O)c2ccccc2n1-c1ccccc1,-4.5,-0.9,0.1,9.6,5.5,-1.1,0.3,-3.1,-0.7,-4.9
Cc1ccc(OCc2cc(C(=O)NCc3cc(F)ccc3C)no2)cn1,-2.2,-4.6,-2.2,5.0,1.9,-0.1,0.2,0.0,2.7,6.7
Cc1ccc(-n2nc3c(c2NC(=O)CC(C)C)CS(=O)C3)cc1 (configuration not stated),11.4,-1.5,-0.1,4.3,4.7,-0.7,0.6,6.0,-0.9,3.0
O=C(CN1CCOCC1)Nc1ccc2c(c1)CCC2,0.5,4.1,-3.5,9.9,-0.4,0.2,0.2,0.5,-0.1,3.0
COc1ccc(C2CC(c3ccc(C)cc3)Nc3ncnn32)cc1 (configuration not stated),3.9,-6.7,5.5,-0.7,3.1,-1.5,0.6,-3.7,-3.1,-1.9
CCCCCC(O)CCc1n[nH]c(=S)n1-c1ccccc1 (configuration not stated),5.5,0.1,2.8,5.7,10.5,-2.4,0.0,1.1,0.2,-5.8
CCOc1ccc(/C=N/NC(=O)CC(=O)Nc2ccc(Cl)c(Cl)c2)cc1,-46.0,3.1,0.5,1.3,-4.6,2.1,-0.8,-3.9,2.1,8.4
O=C1NC(Cc2ccccc2)c2nc3cc(Cl)ccc3c(=O)n2-c2ccccc21 (configuration not stated),-0.8,-1.0,0.2,8.2,2.6,-0.4,0.3,-5.5,0.2,-2.4
N#C/C(=C\c1ccc(-c2cccc([N+](=O)[O-])c2)o1)C(=O)N1CCOCC1,-0.8,4.5,-1.5,-1.1,4.0,1.3,-0.6,-4.5,-1.2,2.7
CCc1nc2ccc(C(=O)O)cc2nc1CC,6.2,-4.1,-1.5,11.0,2.6,-1.4,-0.9,4.2,0.2,-1.6
COc1ccc(N(C)S(=O)(=O)c2cccc(C(=O)Nc3nc(C)cs3)c2)cc1,-5.7,-2.5,2.3,-5.7,-2.4,2.0,-0.7,-11.9,-3.1,-6.4
Cc1cccc(N2CCN(S(=O)(=O)c3ccc4c(c3)n(C)c(=O)c(=O)n4C)CC2C)c1 (configuration not stated),-2.6,4.8,2.5,-4.8,1.5,3.5,0.4,7.2,3.3,3.0
CCc1nnc(NS(=O)(=O)c2ccc(NC(=O)CCC(=O)OC)cc2)s1,1.0,0.8,1.1,5.8,7.7,-0.1,-0.6,-1.2,-1.4,7.5
COc1ccc(-c2nnn(CC(=O)N(CC(=O)NCCC(C)C)c3ccccc3)n2)cc1OC,3.7,2.5,4.3,-13.7,1.7,0.9,0.4,-7.2,0.1,-6.5
Cc1cc(NC(=O)C(C)SCC(=O)Nc2cc(C(F)(F)F)ccc2N2CCCCC2)no1 (configuration not stated),1.7,-2.6,0.6,0.5,5.1,-1.9,0.2,-3.5,0.2,1.7
COc1ccc(NC(=O)c2ccccc2C)cc1,-0.2,4.1,-1.6,-0.1,6.0,-1.2,0.5,-1.6,-4.1,1.9
Cc1onc(-c2c(Cl)cccc2Cl)c1C(=O)NCC1CCCO1 (configuration not stated),3.7,-1.6,1.7,-19.3,-1.8,1.8,0.6,0.4,-3.1,-12.8
CCOC(=O)C1=C(C(=O)OCC)C2N(Cc3ccc(Br)cc3)c3ccccc3[C@@]23C[C@@H](C(=O)OC)N(S(=O)(=O)c2ccc(Br)cc2)C3=N1 (some centres not stated),-5.6,-2.0,-2.5,6.6,3.6,-1.2,0.1,-6.0,1.4,2.1
CCn1nnc2cc(C(=O)Nc3cc(OC)cc(OC)c3)ccc21,-14.9,-1.1,-2.5,1.7,-12.5,-0.5,-0.4,-5.7,-0.1,-2.7
Clc1ccc(CO/N=C/c2cccs2)cc1,0.1,-4.4,2.8,-1.9,-0.2,6.0,0.4,-1.2,-1.9,-1.8
O=S(=O)(NCC(O)COCc1ccco1)c1cccs1 (configuration not stated),10.4,2.8,-2.2,-9.0,-0.2,-1.7,0.2,1.3,-2.8,-8.7
CCc1cccc2c(C=C(C#N)C#N)cn(CC(=O)N3CCCC3)c12,-5.2,2.8,2.2,-0.1,1.6,3.0,0.2,-4.0,-3.2,-3.5
Cc1c(C(=O)N2CCN(c3ccccc3)CC2)oc2c(Cl)cccc12,2.1,-2.4,-5.6,-1.5,3.7,-2.3,0.8,5.3,-4.6,-1.0

# Reprinted from the part before: 5 compounds; new compounds follow.
SMILES,SIAE primary,MBD2 inh,LEDGF integ inh,TDP2 absorb,TCR-CD3 inh,UHRF1 MBD2 ctr,proKLK7 act,DDE Tn6 FP inh,PRMT1 inh,DDE Tn7 FP inh
CCn1nnc2cc(C(=O)Nc3cc(OC)cc(OC)c3)ccc21,-14.9,-1.1,-2.5,1.7,-12.5,-0.5,-0.4,-5.7,-0.1,-2.7
Clc1ccc(CO/N=C/c2cccs2)cc1,0.1,-4.4,2.8,-1.9,-0.2,6.0,0.4,-1.2,-1.9,-1.8
O=S(=O)(NCC(O)COCc1ccco1)c1cccs1 (configuration not stated),10.4,2.8,-2.2,-9.0,-0.2,-1.7,0.2,1.3,-2.8,-8.7
CCc1cccc2c(C=C(C#N)C#N)cn(CC(=O)N3CCCC3)c12,-5.2,2.8,2.2,-0.1,1.6,3.0,0.2,-4.0,-3.2,-3.5
Cc1c(C(=O)N2CCN(c3ccccc3)CC2)oc2c(Cl)cccc12,2.1,-2.4,-5.6,-1.5,3.7,-2.3,0.8,5.3,-4.6,-1.0
O=C(NCCN1CCCc2ccccc21)C1CCC(=O)N(CCc2ccccc2)C1 (configuration not stated),6.8,3.9,1.4,5.0,1.3,-1.8,0.1,11.2,2.7,8.5
O=C(CS(=O)CC(=O)Nc1cnc2ccccc2c1)Nc1ccc(Cl)cc1 (configuration not stated),-10.6,3.9,3.2,-0.9,6.7,-1.7,-0.8,-0.5,0.4,5.4
CCn1ccnc1CN1CCc2c([nH]c3ccccc23)C1C(C)(C)C (configuration not stated),1.5,0.0,4.8,-13.6,1.0,-0.2,0.9,0.8,-3.4,8.0
O=C(CSc1ccc(-c2cccnc2)nn1)N1CCCc2ccccc21,-1.8,-5.1,-2.2,12.2,1.1,-3.2,-1.0,-1.5,0.2,-3.7
CCCCC#Cc1ccc(C(=O)NNC(=O)Nc2ccccc2)o1,1.0,-2.2,-0.7,0.4,-9.2,-4.2,0.0,-3.2,-3.0,0.7
CCN(C(=O)COC(=O)/C=C/c1nc2ccccc2s1)c1c(N)n(Cc2ccccc2)c(=O)[nH]c1=O,-1.9,2.5,4.0,-16.4,-2.2,2.6,0.3,3.0,0.3,1.1
C[C@@]12CCC3[C@@](CCC4[C@@]3(C)CCC[C@@]4(C)C(=O)N3CCOCC3)(CC1=O)C2 (some centres not stated),-2.4,6.2,-0.8,11.0,-0.5,-0.3,0.0,-10.6,3.2,-3.0
Cc1cc(Cl)ccc1NC(=S)NCc1ccc(Cl)cc1,-0.3,1.6,-5.2,-10.2,-2.9,-1.8,-0.1,9.1,0.6,7.5
CCN(CC(=O)Nc1c(F)cccc1F)C(=O)CCCc1nc2ccccc2c(=O)[nH]1,-2.5,4.3,-3.4,-4.8,-5.2,3.3,-0.5,-1.4,2.0,-0.4
Nc1cc(N)nc(SCC(=O)NCC2CCCO2)n1 (configuration not stated),11.8,-1.9,-2.3,-0.7,-6.6,2.9,-0.3,-8.0,0.6,-1.7
CS(=O)(=O)N(CC(=O)Nc1ccc(Br)cc1F)C1CCCCC1,1.2,2.4,-5.9,6.5,-9.0,2.0,-0.2,-1.9,1.2,0.5
CCOc1ccc(NC(=O)C2CCCN(S(=O)(=O)c3ccc4c(c3)C(C)(C)C(=O)N4C)C2)cc1 (configuration not stated),-1.4,4.1,-1.0,-6.3,6.8,-1.9,0.6,-0.7,6.6,0.2
Cc1sc2nc(CN3CCCC3)nc(N3CCC(C(N)=O)CC3)c2c1C,-2.7,-5.4,-1.6,15.4,8.0,-0.8,-0.8,-7.5,0.6,0.4
COc1ccc(CCN(C(=O)C(F)(F)F)C(C(=O)NC2CCCCC2)c2ccc(C)s2)cc1OC (configuration not stated),-2.9,-2.5,0.4,-3.0,-3.8,28.6*,-0.3,-2.3,1.4,7.7
Fc1ccc(Nc2ncnc3sccc23)cc1,1.9,-3.4,0.2,-3.2,-1.0,0.3,0.2,-1.2,-1.3,-6.5
Cc1ccccc1NCC(=O)N/N=C/c1ccc([N+](=O)[O-])cc1,4.3,5.8,-2.0,-13.1,1.9,-1.3,-0.1,8.6,-2.4,1.8
Cc1cc(C)c2c(CC(=O)O)c(C)[nH]c2c1,3.5,0.6,-0.7,2.9,4.7,-1.0,0.6,-4.7,-0.4,8.5
COc1ccccc1CN1CC(C(=O)NCC2(O)CCCCC2)CCC1=O (configuration not stated),-7.7,-3.3,-1.5,-0.3,-1.8,0.1,-0.3,-8.4,-1.1,0.2
COc1ccc(-c2nnc(SCC(=O)O)n2C)cc1OC,1.0,-2.3,-10.7,0.7,4.2,-1.8,0.0,10.6,-1.1,2.5
CCOC(=O)c1sc(C)c2c1NC(c1ccc(Cl)cc1)NC2=O (configuration not stated),-5.7,0.5,-6.0,5.5,-1.1,-1.0,-2.4,1.6,-3.1,6.8
CN(C)c1ccc(S(=O)(=O)NCC(=O)N2CCN(c3ccccc3)CC2)cc1[N+](=O)[O-],1.7,-3.0,-0.8,7.1,2.2,-3.2,0.5,-4.6,-2.3,9.1
COc1cc(C(=O)NCC(c2ccccc2)N(C)C)ccc1OCc1c(C)noc1C (configuration not stated),-1.7,4.5,-2.2,3.6,3.8,-2.3,-0.5,-4.2,1.3,3.3
Clc1ccc(Cn2ncc3c(N4CCCC4)ncnc32)cc1,5.1,-6.2,2.9,5.5,-5.2,-1.7,1.0,-5.4,-0.4,-2.1
Fc1ccccc1NC(=S)NN(Cc1ccccc1)c1ccccc1,1.2,-3.0,2.4,-1.5,4.5,-3.3,0.6,-2.0,-2.1,1.1
C#CCNC(=O)C1=C[C@H](c2ccc3c(c2)OCO3)C[C@H](OCCCCO)O1,-0.4,9.4,4.2,3.6,-5.3,12.0,0.5,0.0,6.8,1.5
CC(=O)c1ccc(S(=O)(=O)N(C)CC(=O)NCC2CCCCC2)cc1,-6.8,5.4,-0.1,-10.9,8.4,0.8,0.3,1.5,-9.3,-3.5
COc1cccc(C(=O)COc2ccccc2N2C(=O)C3C4C=CC(C4)C3C2=O)c1 (configuration not stated),-0.5,5.0,-1.9,14.6,-7.8,3.6,-1.5,-2.0,0.2,1.7
